AT treatment: potential ataxia-telangiectasia treatments restoring KAP-1 phosphorylation. […] A-T fibroblasts, KAP-1 phosphorylation AlphaLISA; neocarzinostatin DNA damage 30 min before lysis. Potency, µM (titrated, usually from 57.5 µM), for the others: at the highest dose activation, actives largely listed as activators. actives 0.19% (n = 320,000); further: potency means the concentration at half of the fitted maximal effect; % of control where 0% means no effect; nearly all actives have a fitted effect of over 45% in size
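ATM-like activity read as KAP-1 phosphorylation via AlphaLISA donor/acceptor antibody pairs after lysis and 6 hr at 25C. Cells were ATM-null patient fibroblasts ([…], hTERT), dosed 60 min, then exposed to the DSB inducer NCS for 30 min.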
hERG WT inh: blocks the wildtype human KCNH2 potassium channel; Q12809; actives 0.37% (n = 340,000); activity change, % at 1.84 µM; U2OS, BacMam KCNH2, thallium flux FluxOr; active compounds read low;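 active means maximum activity change below -70%; inconclusive means maximum activity change between -70% and -50%; inactive means maximum activity change above -50%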; further: on the % scale 0 is the no-effect control and ±100 the full control effect
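U2OS cells transduced with wild-type KCNH2 virus are loaded with FluxOr dye for 45 min, and thallium flux is measured in kinetic reads before and after stimulation buffer. Rate constants are normalized to DMSO controls.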
TSHR antag: blocks TSH signaling through the human TSH receptor; AID 504810; actives 0.2% (n = 330,000); activity change, negative = inhibition, % at 11.5 µM; TSHR-expressing cells, TSH-stimulated cAMP HTRF, 2 h; active compounds read low;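 active means activity change below a set negative limit, meaning inhibition stronger than a set level, cut at about -70% in these data; inconclusive means activity change between two set negative limits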; further: on the % scale 0 is the no-effect control and ±100 the full control effect
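Cell-based HTRF cAMP assay; TSHR cells + compound, TSH EC80 (4nM final), 2 h, 37 deg C. Lysis with anti-cAMP cryptate and cAMP-d2, 30 min RT, read 665/620 nm.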
TCR act: T cell receptor activation; primary human leukocytes, anti-CD3, IL-2 HTRF, 48 h; Potency, µM (highest dose often 9.22 µM), without a hit: at the highest dose activation of IL-2 secretion, actives largely listed as activators; 330,000 tested, under 10 active; further: % of control where 0% means no effect
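Primary human leukocytes were stimulated with a-CD3 beads plus compounds for 48 hr without co-stimulation; secreted IL-2 was quantified by HTRF using a-IL-2-K (europium cryptate) and a-IL-2-d2, excited at 320nm with acceptor emission read at 665nm.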
CXXC DNA block: blocks binding of human MLL CXXC domain to DNA. Potency, µM (top dose mostly 115 µM), for the others: top-dose activity change, negative = inhibition, most hits filed as inhibitors. actives 0.037% (n = 290,000). Q03164. MLL-CXXC / FITC-HOXA9 DNA fluorescence polarization; active means well fitted inhibition curve with a large enough effect in the polarisation, with a control signal flat, not every such curve was filed as active; inconclusive means small, poorly fitted or top-dose-only effect, or effect the other way, or a change in a side signal; inactive means no such curve, though single readings can be large or run the other way; the % refers to the polarisation; further: potency means the concentration at half of the fitted maximal effect
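Fluorescence polarization: 7 uM MLL-CXXC (stock) preincubated 5 min with compounds, then 50 nM fluorescein-HOX-A9 DNA (stock) added; 30 min ambient. Buffer 50 mM Tris-HCl pH 7.5, 50 mM NaCl, 1 mM DTT, 0.05% BSA.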
Tb PFK block: inhibitors of T. brucei phosphofructokinase | O15648 | T. brucei PFK, ADP-Glo luminescence | Potency, µM (titrated, usually from 57.5 µM), for the others: top-dose activity, negative = inhibition, usual class: inhibitors | actives 0.17% (n = 330,000);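 further: potency means the concentration at half of the fitted maximal effect; 0% = uninhibited 1x PFK enzyme wells and -100% = no-enzyme wells; nearly all actives have a fitted effect of over 60% in size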
Target sequence (O15648 whole entry, looked up): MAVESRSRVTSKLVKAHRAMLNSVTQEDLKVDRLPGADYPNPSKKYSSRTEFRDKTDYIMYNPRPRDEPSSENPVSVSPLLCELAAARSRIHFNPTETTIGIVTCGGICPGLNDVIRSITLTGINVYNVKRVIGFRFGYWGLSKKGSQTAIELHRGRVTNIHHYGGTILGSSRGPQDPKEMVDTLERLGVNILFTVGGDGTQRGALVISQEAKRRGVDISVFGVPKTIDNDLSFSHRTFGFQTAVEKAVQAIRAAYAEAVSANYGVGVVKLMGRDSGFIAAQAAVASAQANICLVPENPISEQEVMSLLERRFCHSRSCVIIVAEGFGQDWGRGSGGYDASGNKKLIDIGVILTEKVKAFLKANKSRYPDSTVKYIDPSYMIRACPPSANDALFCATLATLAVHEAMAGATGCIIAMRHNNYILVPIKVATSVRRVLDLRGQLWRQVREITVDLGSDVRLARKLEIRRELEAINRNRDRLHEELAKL
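In TEA buffer at pH 8.0 with 5 mM MgCl2, enzyme (1.25 nM) converted F6P (0.5 mM) and ATP (0.1 mM) for 45 min at room temperature. ADP product was read by luciferase luminescence.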
BCR signal inh: inhibitors of chronic active B-cell receptor signaling; ABC-DLBCL IkBa-CBG/CBR reporter, luminescence ratio, 4 h; Potency, µM (highest dose often 46.1 µM), for the others: top-dose ratio change, negative = lower green/red ratio, most hits filed as inhibitors; actives 0.05% (n = 340,000); AID 493014; active means well fitted inhibition curve with a large enough effect in the signal ratio, with a control signal flat, not every such curve was filed as active; inconclusive means small, poorly fitted or top-dose-only effect, or effect the other way, or a change in a side signal; the % refers to the signal ratio;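 further: potency means the concentration at half of the fitted maximal effect; plate controls were basal doxycycline-induced cells for no effect and cells given 10 µM MG132 for full effect; MG132 reads +100%, hits lower the ratio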
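Doxycycline induced both beetle luciferases in TMD8 lymphoma cells; IKK-driven degradation limits the IkappaBalpha-fused green signal, while red luminescence normalises for cell number and nonspecific effects. Compounds tested up to 46 uM, 4 hrs.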
GALK inh: inhibitors of human galactokinase. P51570. Purified GALK, Kinase-Glo residual ATP luminescence. Potency, µM (top dose mostly 57.5 µM), inactives show at the highest dose activity change, negative = inhibition, most hits filed as inhibitors. actives 0.007% (n = 270,000); further: potency means the concentration at half of the fitted maximal effect; on the % scale 0 is the no-effect control and ±100 the full control effect
Target sequence (P51570 whole entry, looked up): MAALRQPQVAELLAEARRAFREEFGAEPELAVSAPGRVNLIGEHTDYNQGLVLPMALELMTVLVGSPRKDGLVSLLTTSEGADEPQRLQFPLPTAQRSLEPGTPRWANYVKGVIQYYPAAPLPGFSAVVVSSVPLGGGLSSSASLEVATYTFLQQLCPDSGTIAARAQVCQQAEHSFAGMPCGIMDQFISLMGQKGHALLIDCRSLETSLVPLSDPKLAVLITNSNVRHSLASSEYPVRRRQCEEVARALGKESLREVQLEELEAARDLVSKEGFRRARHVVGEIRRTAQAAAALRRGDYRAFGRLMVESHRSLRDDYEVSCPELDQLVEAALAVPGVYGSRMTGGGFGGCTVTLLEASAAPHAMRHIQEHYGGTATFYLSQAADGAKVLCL
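5 nM enzyme, 35 uM ATP, 100 uM galactose, 20 mM HEPES pH8.0, 5 mM MgCl2; 1 h RT; residual ATP by Kinase-Glo Plus luminescence, qHTS format.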
Coupling enz: counter-screen for Giardia aldolase inhibitors: coupling enzyme system. activity change, negative = inhibition, % at 58.2 µM, hits read low. actives 0.67% (n = 290,000). coupling enzyme system counterscreen, AmpLite Red fluorescence; in the data active means activity change below about -30%; further: on the % scale 0 is the no-effect control and ±100 the full control effect
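Counterscreen lacking aldolase: glyceraldehyde-3-phosphate coupling-enzyme reagent preincubated 10 min at RT with compound (at 57.5 uM final), then substrate/coupling system with AmpLite Red added; fluorescence read at 525/598 nm after 20 min RT.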
Giardia killer: kills Giardia lamblia; Giardia lamblia trophozoite viability; activity change, % at 7.66 µM, hits read low; actives 0.15% (n = 340,000); in the data active means activity change below about -80%; inconclusive means between about -30% and that limit;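 further: parasites exposed to compound for two days anaerobically before the ATP read; on the % scale 0 is the no-effect control and ±100 the full control effect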
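Anaerobic 48 hrs incubation at 37 deg C of 100 trophozoites/well with test compounds; ATPLite 1-Step luminescence, 15-30 min RT, reports cellular ATP as viability.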
Numbers without * were called inactive; ? = inconclusive; · = no result given; [ ] = remark or other dose. Unless noted, the call rests on the fitted dose curve; in most records, active means well fitted curve in the direction sought with a large enough effect; inconclusive means small, poorly fitted or top-dose-only effect, or another doubt; inactive means no such curve, though single readings can be large; an effect the other way counts as inactive or inconclusive.

Order of values – AT treatment | hERG WT inh | TSHR antag | TCR act | CXXC DNA block | Tb PFK block | BCR signal inh | GALK inh | Coupling enz | Giardia killer
1: COc1ccc(S(=O)(=O)N2CCN(c3ccc(F)cc3)CC2)cc1C(=O)N1CCOCC1
  -5% | -3 | -8 | 2% | 10% | 4% | -1% | -2% | 5 | 1
2: O=C(Cc1cccc2ccccc12)NCCOc1ccccc1F
  -3% | 1 | 13 | 10% | -6% | 0% | 24% | 5% | -11 | 6
3: Cc1ccc(S(=O)(=O)N(CC(=O)N2CCC(C)CC2)c2ccccc2)cc1
  7% | -1 | 24 | 1% | 3% | -3% | -2% | -2% | 2 | 9
4: CC1=Nc2ccccc2/C1=C\c1nc(-c2ccccc2)oc1O
  10% | -6 | -15 | 10% | 6% | 5% | ? | -3% | -10 | 3
5: Cc1cccc2sc(N(CCCN(C)C)C(=O)c3sc4ccccc4c3Cl)nc12
  -1% | 6 | 7 | -3%[46.1 µM] | 16% | -8% | ? | -1% | 5 | 18
6: Cc1ccccc1NC(=O)Cc1nc(CN(C)CC(=O)Nc2cccc(F)c2)cs1
  1% | -1 | 8 | -4% | · | 4% | -2% | · | · | -19
7: CN(CC(=O)Nc1cccc(F)c1)C(=O)CCNC(=O)c1ccc(Br)cc1
  3% | -14 | 4 | -1% | 18% | -4% | 2% | 5% | · | 4
8: NC(=O)C1CCN(C(=O)c2ccc(OCC(=O)Nc3cccc(C(F)(F)F)c3)cc2)CC1
  5% | -3 | -6 | -5% | · | -5% | ? | · | · | -1
9: CCc1cccc(NC(=O)C2CCN(S(=O)(=O)c3ccc4c(c3)CC(C)N4C(C)=O)CC2)c1 (stereo not given)
  -16% | 16 | -3 | 2% | 16% | -1% | 18% | · | -1 | ?
10: CCCc1nc(N2CCN(C)CC2)c2sc(=S)n(-c3ccccc3)c2n1
  -6% | 14 | -3 | 13% | 0% | 3% | -6% | 2% | 1 | 16
11: Cc1cc(NC(=O)CCCn2nc(C)c([N+](=O)[O-])c2C)no1
  -6% | 3 | 5 | -1% | 10% | -1% | 0% | 10% | -1 | -4
12: CC(C)(C)c1nnc(NC(=O)NS(=O)(=O)c2ccccc2)s1
  3% | 13 | 17 | -4% | -2% | -1% | -5% | -1% | -1 | 20
13: CC1(C)CC2CC(C)(CN2S(=O)(=O)c2ccccc2[N+](=O)[O-])C1 (stereo not given)
  -26% | 1 | · | -2% | · | -1% | -1% | · | · | -13
14: CCOc1ccc(CN2CCNC(=O)C2CC(=O)NCC2CCOCC2)cc1 (stereo not given)
  -1% | 7 | 9 | 2% | 5% | -3% | 2% | -5% | · | -5
15: Nc1c(Cl)ncnc1N/N=C/c1ccnc2ccccc12
  -2% | -4 | -13 | -2%[46.1 µM] | 11% | 2% | 0% | 2% | -6 | 33[activator]
16: CC(C)Oc1ccc(C(CC(=O)NCCCN(C)C)c2ccc(F)cc2)cc1 (stereo not given)
  -6% | 54 | 14 | 3%[46.1 µM] | 2% | 0% | -7% | 2% | 4 | 5
17: O=S(=O)(c1cccc(Cl)c1)N1CCC(c2nc3ccccc3[nH]2)CC1
  -4% | -21 | 7 | 10% | -3% | -2% | 13% | -1% | 0 | -4
18: c1ccn2cc(-c3ccc4c(c3)OCCO4)nc2c1
  0% | -4 | -18 | 3% | 9% | -17% | ? | 9% | -5 | ?
19: Cc1ccc(N(CC(=O)NC(C)c2ccccc2)S(=O)(=O)c2c(C)noc2C)cc1 (stereo not given)
  0% | -23 | -45 | 0% | 9% | 3% | 0% | 2% | -6 | -7
20: CN(C)C(=O)c1noc2cc([N+](=O)[O-])ccc12
  2% | 2 | 4 | 0% | -9% | 1% | -1% | 1% | -2 | 10
21: [O-][n+]1cccc(C(O)c2ccccc2)c1 (stereo not given)
  -12% | -9 | 45 | -2% | 21% | -2% | -4% | 5% | 0 | 19
22: O=C1COc2ccc(C(=O)COC(=O)CCSc3ccccc3)cc2N1
  -1% | 13 | 14 | 0% | 0% | -2% | 0% | 0% | -6 | 7
23: CC1CC(C)CN(C(=O)c2cccc(N3C(=O)c4ccccc4C3=O)c2)C1 (stereo not given)
  3% | -17 | 0 | 13% | · | 10% | -3% | · | · | -10
24: O=C(COc1cccc2ccccc12)N1CCN(c2ccccc2)CC1
  · | 3 | 21 | -2% | 7% | 0% | ? | 2% | 3 | 1
25: Cc1cccc(NS(=O)(=O)c2ccc3[nH]c(=O)oc3c2)c1C
  -2% | -12 | 4 | 1%[46.1 µM] | · | -5% | -2% | · | · | -1
26: COc1ccccc1N(Cc1ccccc1)S(=O)(=O)c1cccc(C(=O)NC2CC(C)(C)NC(C)(C)C2)c1
  0% | 13 | 9 | 1% | · | -2% | 2% | · | · | -15
27: CC(=O)c1nnn(-c2ccc([N+](=O)[O-])cc2)c1C
  12% | 5 | 18 | -7% | ? | -4% | 3% | 5% | 0 | -21
28: CCOC(=O)c1c(C)n(C(=O)c2ccco2)c(=O)n1C(=O)c1ccco1
  8% | 4 | -1 | -1% | 85%[activator] | -5% | -1% | 3% | 1 | 4
29: COC(=O)c1[nH]c2ccccc2c1NC(=O)c1c(F)cccc1F
  3% | -1 | 0 | -2% | -10% | 2% | 13% | 1% | 2 | -3
30: CCOC(=O)CC(=O)CSc1nc2cc(C)ccc2cc1C
  10% | -9 | 3 | 4% | 5% | 6% | -2% | -3% | 0 | 3
31: CCOC(=O)C1(Cc2ccc(OC)cc2)CCN(S(C)(=O)=O)CC1
  5% | 3 | -26 | -7% | 37%[activator] | 13% | ? | -2% | -3 | 5
32: O=C1CCN(C(=O)Nc2ccccc2)N1
  5% | 2 | 2 | 1% | -6% | 5% | -4% | -5% | -1 | -16
33: Cc1nc(C)c(-c2csc(Nc3ccccn3)n2)s1
  20% | -2 | -25 | -2% | -2% | -5% | ? | -3% | 1 | 0
34: COc1cc([N+](=O)[O-])ccc1NC(=S)NCc1ccccn1
  1% | 9 | -5 | 4%[46.1 µM] | 7% | -4% | 7% | 0% | 0 | -22
35: CC(NC(=O)C1CC1)C(c1cccs1)N1CCN(c2ccccc2)CC1 (stereo not given)
  -7% | -4 | -8 | 2%[46.1 µM] | -5% | 1% | 2% | -1% | 1 | 12
36: CCOc1ccc(-c2nc(CSc3nnc(N)s3)cs2)cc1
  3% | 0 | 1 | -1% | -1% | -6% | -3% | -3% | -9 | -14
37: COc1ccc(OC)c(NC(=O)COC(=O)c2ccc(OC)c(S(=O)(=O)N3CCOCC3)c2)c1
  -5% | -8 | -7 | 58% | · | -8% | ? | · | · | -27
38: CCc1cc(-c2n[nH]c(=S)n2-c2ccccc2C)cs1
  4% | 5 | -6 | 3% | -10% | -12% | ? | 1% | 1 | 8
39: CCC(=O)c1ccc(OCC(=O)Nc2ccc(N3CCCCC3)cc2)cc1
  3% | -2 | 1 | -1% | · | 0% | -3% | · | · | 32[activator]
40: Nc1nc(N2CCCCC2)nc2ccccc12
  2% | 8 | 9 | 1% | -7% | -4% | 3% | 1% | -1 | -18
41: O=C(NCc1ccc(F)cc1)C1CCN(c2cnccn2)CC1
  -1% | 6 | 10 | 10% | -11% | ? | 2% | 2% | 3 | 9
42: O=C(N/N=C/c1c[nH]c2ccccc12)c1ccn[nH]1
  2% | 12 | -13 | -1% | 7% | -12% | ? | -2% | 1 | 31[activator]
43: Cc1cccc(C)c1OCc1cc(C(=O)N2CCN(C3CCCC3)CC2)no1
  4% | 15 | -11 | 1% | 5% | 3% | 4% | -3% | -2 | 4
44: COc1cc(/C=N/n2cnn(Cc3ccccc3Cl)c2=S)cc(OC)c1OC
  -3% | 3 | -7 | 0% | 2% | -12% | -24% | 5% | 0 | 12
45: COc1cccc(CNc2ccc(S(=O)(=O)N3CCCC3)cn2)c1
  ? | -2 | · | -2% | · | 0% | 0% | · | · | 10
46: Cc1[nH]n(-c2ccccc2)c(=O)c1C(c1ccccc1C(=O)O)c1c(C)[nH]n(-c2ccccc2)c1=O
  3% | -14 | 14 | -3%[46.1 µM] | 8% | 2% | 4% | 3% | 2 | -6
47: O=C1CCc2cc(S(=O)(=O)NCc3ccc(F)cc3)cc3c2N1CCC3
  · | 5 | 24 | -8% | · | -13% | ? | · | · | -6
48: C=CCOc1ccc(Br)cc1CNC(C)(C)CO
  2% | 0 | 1 | -2% | 5% | -2% | 5% | -2% | 1 | 6
49: CCC(C)n1c(SCC(=O)Nc2cc(C(C)(C)C)nn2-c2ccccc2)nc2ccccc2c1=O (stereo not given)
  -2% | -10 | 3 | 2%[46.1 µM] | -3% | -16% | 1% | 1% | -1 | -13
50: COC(=O)c1cc2sc(Cl)cc2n1CC(=O)Nc1ccc(OC)c(OC)c1OC
  18% | 10 | -2 | · | 27% | 0% | ? | · | -1 | 11
